M. tuberculosis HTS: M. tuberculosis growth inhibition, HTS (AID 449762); M. tuberculosis H37Rv growth inhibition, 7H9 media; higher % means a stronger effect; inhibition, % at 25 µM; hits with a dose series show IC50 in µM; hit rate 0.59% among 330,000; in the data active = a potency from the dose series; inconclusive = inhibition above about 70% without an active follow-up result;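 note: bacterial growth assessed after seven days of incubation; strong numbers were not always called active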
inhibitors of VEEV: inhibitors of VEEV TC-83 cytopathic effect, confirmation, Vero cells (AID 588727). one-dose inhibition, % at 20 µM; IC50 in µM for titrated hits. hit rate 0.13% among 350,000. Vero cells, VEEV TC-83 cytopathic effect inhibition; higher % means a stronger effect; in the data active = a potency from the dose series; inconclusive = inhibition mostly from about 14% at the one dose, without a potency; inactive = the rest, 99 in 100 with inhibition below about 12%; note: strong numbers were not always called active
influenza NS1A: H1N1 influenza NS1A inhibitors, functional cell based assay (AID 504329); NS1A functional cell-based assay, percent inhibition; higher % means a stronger effect; hit rate 0.3% among 340,000; one-dose inhibition, % at 12.5 µM; IC50 in µM for titrated hits; in the data active = a potency from the dose series; inconclusive = inhibition above about 27% without an active follow-up result; note: strong numbers were not always called active
M. tuberculosis: growth inhibition of non-replicating M. tuberculosis (AID 488890) | inhibition, % at 25 µM; hits with a dose series show IC50 in µM | Mycobacterium tuberculosis non-replicating, growth inhibition; higher % means a stronger effect | hit rate 0.39% among 320,000; in the data active = a potency from the dose series; inconclusive = inhibition mostly from about 82% at the one dose, without a potency; inactive = the rest, 99 in 100 with inhibition below about 76%;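 note: plate controls were DMSO cells for no effect and high antibiotic wells for full effect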
PhoP GFP inhibition: Inhibition of PhoP regulon, Salmonella typhi GFP reporter cells, confirmation, 4 h (AID 1850) | Salmonella Typhi PhoP-promoter GFP reporter, fluorescence, 4 h; higher % means a stronger effect | one-dose inhibition, % at 50 µM; IC50 in µM for titrated hits | hit rate 0.33% among 310,000; in the data active = a potency from the dose series; inconclusive = inhibition mostly from about 25% at the one dose, without a potency; inactive = the rest, 99 in 100 with inhibition below about 19%;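 note: 0% = induced wells with vehicle and 100% = uninduced wells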
inhibitors of VEEV 10K pilot screen: recorded beside inhibitors of VEEV, whose call it bears; inhibition, %; measured here: 10K pilot screen inhibition
Numbers without * were called inactive; i = inactive; ? = inconclusive; · = not tested or not shown.

SMILES	M. tuberculosis HTS	inhibitors of VEEV	influenza NS1A	M. tuberculosis	PhoP GFP inhibition	others
Cc1ccc(S(=O)(=O)NNC(=O)c2cnn(-c3ccccc3)c2C(F)(F)F)cc1	-4%	5.2%	-1%	14%	-1%
COc1cc(-c2nc(-c3ccc4c(c3)-c3ccccc3S4(=O)=O)c(-c3ccccc3)[nH]2)cc(OC)c1O	?	5.3%	16%	19%	-9%
COc1ccc(C(C(=O)NC2CCCCC2)N(C(=O)CCl)c2ccc(C)cc2)cc1 (stereo not given)	-5%	12%	2%	22%	-13%
CCc1ccc(NC(=O)Cn2cc([N+](=O)[O-])nc2C)cc1	-4%	1.0%	0%	-24%	13%
CCOc1ccc(NC(=S)NC(=O)c2cnn(CC)c2)c([N+](=O)[O-])c1	·	1.9%	5%	·	·
CCN(CCNC(=O)CN(C)S(=O)(=O)c1cccc2nsnc12)c1ccccc1	0%	i	3%	18%	21%
Cc1ccc(Cn2cnc3c(nnn3Cc3ccc(Cl)cc3)c2=O)cc1	-4%	i	0%	-6%	2%
C#CCOCCOCCOCCNc1nc(N2CCN(C(=O)[C@H]([C@@H](C)CC)n3cc(CCC(=O)O)nn3)CC2)nc(N2CCN(C(=O)[C@H](C)n3cc(CCCN=C(N)N)nn3)CC2)n1	0%	1.6%	8%	-17%	0%	inhibitors of VEEV 10K pilot screen=1.3
COc1ccc(CNC(=O)CCc2nc3cc(S(=O)(=O)N(C)C)ccc3n2C)cc1OC	0%	i	4%	-16%	3%
CC(C)(C)c1ccc(OC(=O)c2ccc(-n3cncn3)nc2)cc1	?	·	·	?	-8%
O=C(NCc1ccco1)c1cccc(Br)c1	5%	0.4%	-7%	-11%	2%
Cc1ccc(NC(=O)Nc2cccc([N+](=O)[O-])c2)nc1	2%	1.1%	0%	4%	-1%
COc1cc(/C=N/NC(=O)CCN2CCCCC2)ccc1O	1%	0.7%	-3%	-13%	2%
COc1ccc(Cl)cc1S(=O)(=O)N1CCCC(C(=O)NCc2ccccc2)C1 (stereo not given)	-6%	i	2%	6%	-5%
CCc1nnc(NC(=O)CSc2nnc(CNc3ccc(F)cc3)n2C2CCCCC2)s1	-6%	0.6%	26%	23%	0%
Fc1cccc(Cl)c1CSc1ccc(-c2cccnc2)nn1	0%	2.2%	-11%	15%	4%
CCC(=O)Nc1ccc(NC(=S)NC(=O)/C=C/c2ccccc2)cc1	3%	i	22%	29%	-12%
Cc1cc(NC(=O)c2nn3cccnc3c2Cl)no1	-2%	0.7%	1%	7%	-10%
Cc1cccc(OCc2nnc(NC(=O)c3cccs3)s2)c1	-17%	5.0%	9%	-4%	1%
COc1ccc(S(=O)(=O)N2CCN(CC(=O)NCCc3cccs3)CC2)cc1	5%	5.7%	-8%	·	·

Continued (5 carried over from the part before).
SMILES	M. tuberculosis HTS	inhibitors of VEEV	influenza NS1A	M. tuberculosis	PhoP GFP inhibition	others
Fc1cccc(Cl)c1CSc1ccc(-c2cccnc2)nn1	0%	2.2%	-11%	15%	4%
CCC(=O)Nc1ccc(NC(=S)NC(=O)/C=C/c2ccccc2)cc1	3%	i	22%	29%	-12%
Cc1cc(NC(=O)c2nn3cccnc3c2Cl)no1	-2%	0.7%	1%	7%	-10%
Cc1cccc(OCc2nnc(NC(=O)c3cccs3)s2)c1	-17%	5.0%	9%	-4%	1%
COc1ccc(S(=O)(=O)N2CCN(CC(=O)NCCc3cccs3)CC2)cc1	5%	5.7%	-8%	·	·
COc1ccc(NC(=O)COC(=O)C2CCC(C(C)(C)C)CC2)c([N+](=O)[O-])c1 (stereo not given)	-8%	1.1%	-1%	74%	-3%
COc1ccc(NC(=S)N(CCCN2CCCC2)Cc2cccn2Cc2ccc(Cl)cc2)cc1Cl	?	i	12%	?	8%
O=C(/C=C/c1ccc2c(c1)OCO2)NCc1cn2cc(Cl)ccc2n1	-3%	0.5%	-2%	14%	4%
Cc1ccc(NC(=O)CCNS(=O)(=O)c2cccc3nsnc23)cc1F	-6%	1.2%	-6%	7%	1%
CC(=O)c1cccc(NC(=O)c2ccc3c(=O)n4c(nc3c2)CCCCC4)c1	31%	8.3%	-2%	8%	3%
COCCNC(=O)c1onc(CSc2cccc(Cl)c2)c1C(=O)O	-3%	0.3%	0%	-1%	-9%
CCCCOc1ccc(C(=O)Nc2cccc(-n3cnnn3)c2)cc1OC	-2%	6.7%	2%	20%	0%
Cc1cc(NC(=O)CSc2nc(-c3ccco3)cc(C(F)(F)F)n2)no1	-2%	4.1%	11%	6%	-17%
COc1ccc(C(=O)c2ccccc2CN2C(=O)c3ccccc3C2=O)cc1	·	0.5%	-19%	·	·
Cc1c(Cc2ccccc2)c(=O)oc2cc(OCc3nn[nH]n3)ccc12	-6%	0.7%	2%	-4%	1%
CCOC(=O)c1ccc(NC(=O)Nc2cccc(C)n2)cc1	9%	0.1%	7%	-1%	-9%
Oc1ccc(Br)cc1-c1ccn[nH]1	5%	1.3%	-6%	1.7µM*	-1%
COC(=O)CC/C(=N/Nc1ccc(Cl)c(Cl)c1)C(=O)OC	57%	0.2%	-1%	14%	4%
CCn1c(C)nc2cc(C(=O)NN=Cc3ccc([N+](=O)[O-])cc3)ccc21	0%	2.3%	-6%	12%	·
CCOC(=O)C(=O)C1=C(N2CCOCC2)/C(=C\c2ccc(F)cc2)CC1	16%	1.0%	9%	6%	-5%
COc1cc(OC)c(OC)cc1CNC(=O)c1cc(S(=O)(=O)N(C)c2ccccc2OC)ccc1C	·	0.7%	-5%	·	·
CC(C)(C)SCCNS(=O)(=O)c1ccccc1	4%	0.9%	8%	13%	-7%
O=C(c1cccc(S(=O)(=O)N2CCCCCC2)c1)N1CCN(Cc2ccccc2)CC1	·	2.9%	-6%	·	·
COc1cc(OC)cc(C(=O)Nc2ccc(S(=O)(=O)Nc3nc(C)cc(C)n3)cc2)c1	4%	1.8%	-12%	-5%	-2%
CC1Cc2ccccc2N1C(=O)CSc1nccc(=O)[nH]1 (stereo not given)	5%	0.3%	-1%	6%	-13%

Gathered by group: the compounds so far with a CF3 group (2)
SMILES	M. tuberculosis HTS	inhibitors of VEEV	influenza NS1A	M. tuberculosis	PhoP GFP inhibition	others
Cc1ccc(S(=O)(=O)NNC(=O)c2cnn(-c3ccccc3)c2C(F)(F)F)cc1	-4%	5.2%	-1%	14%	-1%
Cc1cc(NC(=O)CSc2nc(-c3ccco3)cc(C(F)(F)F)n2)no1	-2%	4.1%	11%	6%	-17%

(further entries)
SMILES	M. tuberculosis HTS	inhibitors of VEEV	influenza NS1A	M. tuberculosis	PhoP GFP inhibition	others
CCOc1ccc2ccccc2c1CNCCc1ccc(S(N)(=O)=O)cc1	1%	0.1%	-4%	19%	6%
Cc1ccc(-c2csc(N3CCN(c4cc5c(cc4Cl)nc(-c4ccncc4)n5CCN4CCCCC4)CC3)n2)cc1	?	i	1%	28%	2%
Cc1cc(NC(=O)c2sccc2C)n(-c2nc3ccccc3[nH]2)n1	2.9µM*	9.8%	-3%	8.8µM*	-4%
CC12CCC(=O)N1C(C(=O)NCc1ccccc1F)CS2 (stereo not given)	5%	1.0%	-6%	-1%	0%
CCC(=O)Nc1nnc(CCc2ccccc2)s1	-5%	5.7%	-12%	5%	-3%
CC1=NN(C(N)=S)C(=O)C1N=Nc1c(Cl)cc([N+](=O)[O-])cc1Cl (stereo not given)	3%	2.6%	6%	-4%	4%
CCOC(=O)CNC(=O)CSc1ncccc1-c1nc2ccccc2[nH]1	-10%	0.2%	7%	2%	5%
CC(=O)Nc1ccc(S(=O)(=O)NCCC(=O)OCc2ccc([N+](=O)[O-])cc2)cc1	1%	2.9%	-5%	10%	-5%
OCCOCCNc1ncnc2c1cnn2-c1ccccc1	-2%	6.2%	-1%	-11%	3%
CC(Sc1nnc(COc2ccc(Cl)cc2)o1)C(=O)Nc1ccc(N2CCOCC2)cc1 (stereo not given)	·	1.9%	10%	·	·
O=C(Nc1ccccc1F)c1ccc2c(c1)OCO2	2%	1.1%	-7%	51%	-2%
CC(OC(=O)c1ccc(S(=O)(=O)N(C)C)cc1)C(=O)Nc1ccc(Cl)cn1 (stereo not given)	2%	2.3%	-5%	16%	-19%
CC1(C)Cc2c(sc3nc(SCC(=O)NCc4ccccc4)n(-c4ccccc4)c(=O)c23)CS1	67%	4.8%	5%	-11%	3%
O=c1[nH]cc(F)c(=O)[nH]1	?	2.2%	3%	?	3µM*
O=C(O)c1ccccc1C(=O)OC1CCCC2CCCC21 (stereo not given)	·	5.6%	-19%	·	·
COc1ccc(C(=O)/C=C/c2ccccc2)c(O)c1	3%	8.3%	10%	53%	8%
O=C(CCCOc1ccccc1)Nc1cccc([N+](=O)[O-])c1	?	0.7%	3%	67%	5%
CCOC(=O)/C(C#N)=C\N(C)C	-3%	i	-22%	-4%	-2%
CSCCC(N=Cc1c(O)n(-c2ccc(Br)cc2)c(=O)[nH]c1=O)C(=O)OC(C)(C)C (stereo not given)	11%	3.4%	-1%	5%	-3%
COc1cc2c(cc1OC)C(C)N(C(=O)c1c(-c3ccccc3)noc1C)CC2 (stereo not given)	-3%	0.8%	1%	10%	-10%
Cn1c(=O)c2c(nc(CN3CCOCC3)n2CCCc2ccccc2)n(C)c1=O	-3%	3.7%	10%	0%	2%
COc1cc2[nH]c(=O)n(C3CCCCC3)c(=O)c2cc1OC	-3%	11%	7%	7%	2%
CC(=O)N(Cc1ccccc1)Cc1nc2sc(C)c(C)c2c(=O)[nH]1	6%	0.3%	-3%	5%	-5%
CC1=C/C(=N\OS(=O)(=O)c2ccccc2)C=CC1=O	?	1.5%	6%	·	20%
Cc1nn2c3c(cnc2c1-c1ccccc1)C(=O)CC(c1ccccc1)C3 (stereo not given)	-3%	i	-3%	9%	0%
COCCN1CCN(C(=O)C2CCC(=O)N(CCc3ccccc3)C2)CC1 (stereo not given)	-9%	2.2%	-15%	-1%	-6%
O=P(C(Cl)Cl)(N1CCOCC1)N1CCOCC1	-7%	1.8%	12%	-17%	0%
O=C1C2C3C=CC(C3)C2C(=O)N1Cc1cccnc1 (stereo not given)	-12%	1.1%	8%	-12%	-7%
CCCOc1ccc(/C=C/C(=O)OCC(=O)N(C)c2c(N)n(Cc3ccccc3)c(=O)[nH]c2=O)cc1OCC	?	1.8%	-3%	-5%	7%
CSc1ccc(-c2c(C#N)c(N)nc3c2c(C)nn3-c2ccccc2)cc1	-1%	i	1%	-1%	0%
COC(=O)c1ccc2nc(-c3ccc(S(C)(=O)=O)cc3)cn2c1	12%	1.0%	-1%	-3%	-17%
[2H]c1c([2H])c([2H])c(C(=O)c2sc(N3CCCCCC3)nc2-c2ccccc2)c([2H])c1[2H]	3%	6.8%	-12%	14%	0%
O=C(NC1CC1)c1ccc(-c2nc3ccccc3s2)s1	?	5.3%	3%	?	4%
CC(=O)c1ccccc1NC(=O)CSCc1nc2sc(C)c(C)c2c(=O)[nH]1	·	2.9%	-3%	·	·
COC(=O)CCC(=O)Nc1ccc(OC)cc1	-9%	1.0%	-5%	-1%	-5%
CC(=O)Oc1ccccc1C1OCCN1C(C)=O (stereo not given)	-9%	0.7%	-2%	·	-11%
CCCNC(=O)CSc1nnc(C)s1	-2%	2.1%	1%	-7%	-9%
CCOc1ccccc1N1CC(C(=O)Nc2cc(S(=O)(=O)N3CCOCC3)ccc2OC(C)C)CC1=O (stereo not given)	·	11%	-10%	·	·
CC1CCC2(CC1)NC(=O)N(CC(=O)Nc1cccnc1Cl)C2=O (stereo not given)	-2%	1.9%	-7%	-7%	·
CCOC(=O)C(C(=O)Nc1ccccc1)C1CCCCC1 (stereo not given)	10%	1.3%	6%	14%	-6%
C=CCC1(CC=C)CCCN1C(=O)c1cc(COc2ccc(C)nc2)on1	6%	i	-3%	61%	4%
COc1cc(/C=C(/Sc2nnc(-c3ccc(F)cc3)o2)C(=O)O)ccc1OC(F)F	0%	2.6%	-13%	-1%	-3%
Cc1ccccc1NC(=O)c1cccc2nccnc12	3%	1.0%	0%	-7%	0%
Cc1ccc(-c2nnn(CC(=O)N(CCN3CCOCC3)C(C(=O)NC(C)(C)C)c3ccc(C)o3)n2)cc1 (stereo not given)	2%	0.9%	-2%	21%	-18%
COC(=O)c1cccc(S(=O)(=O)N2CCCCC2)c1	-3%	i	5%	0%	-4%
COc1cccc(OC)c1C(=O)Nc1nnc(C(C)C)s1	3%	0.4%	-1%	7%	-7%
CCOc1ccc(C(c2c(NC(=O)c3ccccc3)sc(C)c2C)N2CCN(C)CC2)cc1 (stereo not given)	5%	3.5%	9%	?	2%

Bioassay records deposited in PubChem by Southern Research Specialized Biocontainment Screening Center.

The order is random; about 1.5% have a hit in one of these screens.
